Hep lipid drop = hepatic lipid droplet formation modulation. AID 1656. actives 0.4% (n = 240,000). inhibition, % at 6.5 µM. AML12 mouse hepatocytes, oleate lipid droplets, BODIPY imaging;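 active = lipid droplet intensity inhibited by at least 50%, with more than 500 cells counted; inconclusive = wells with under 300 cells, treated as cytotoxic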
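Assay system: AML12 mouse liver cells | Compound dosing: One dose, 6.5 µM compound | Read-out basis: Droplet intensity reduction, % inhibition | Measured by: Fluorescence imaging, 20x objective, two fields per well | Schedule: Overnight treatment with compound plus oleate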
AID2073 = inhibitors of Mint1-CaV2.2 protein interaction, biochemical, HTRF (AID 2073) | actives 0.19% (n = 290,000) | one-dose inhibition, % at 20 µM; IC50 in µM for titrated hits | HTRF protein-protein interaction, Mint1-CaV2.2; higher % means a stronger effect; in the data active = inhibition mostly above about 51%, no sharp cut-off; inconclusive = no clear call, values can overlap the other calls; inactive = mostly below about 53%; note: some results filed as inactive read as strong as hits
LYP phosphatase = PTPN22 lymphoid phosphatase activity blockers – biochemical, fluorescence intensity, uHTS (AID 1779). recombinant LYP phosphatase, fluorescence intensity; higher % means a stronger effect. inhibition, % at 11.5 µM, or IC50 in µM where a hit was titrated. actives 0.054% (n = 290,000);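 note: plate controls were vehicle with enzyme for no effect and no enzyme for full effect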
NOD2 inhibition = inhibition of NOD2-driven NF-kB reporter – cell-based, luminescence, uHTS, HEK293 (AID 1566) | actives 0.63% (n = 290,000) | one-dose inhibition, % at 4 µM; EC50 in µM for titrated hits | HEK293 NOD2/NF-kB luciferase reporter, luminescence; higher % means a stronger effect; note: many of its hits are not listed in these tables
NS5 inhibitors = flavivirus cap methylation enzyme inhibition – biochemical, confirmation dose response, primary screen (AID 588689). Dengue-2 NS5 methyltransferase capping enzyme assay, biochemical; higher % means a stronger effect. one-dose inhibition, % at 25 µM; IC50 in µM for titrated hits. actives 0.3% (n = 340,000); in the data active = a potency from the dose series; inconclusive = inhibition above about 29% without an active follow-up result
HIV fusion peptide = inhibitors of HIV fusion peptide binding, primary screen, biochemical, uHTS, fluorescence dequenching (AID 1986) | one-dose inhibition, % at 20 µM; IC50 in µM for titrated hits | cell-free peptide binding, fluorescence dequenching, 30 min; higher % means a stronger effect | actives 0.3% (n = 290,000); in the data active = inhibition mostly above about 52%, no sharp cut-off; inactive = mostly below about 76%; note: some results filed as inactive read as strong as hits
Myeloid diff 2 = compounds promoting myeloid differentiation. AID 624256. actives 1% (n = 360,000). calls only at 10 µM. ER-HoxA9 myeloid progenitors, lysozyme-GFP differentiation, flow cytometry;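 active = normalized GFP-positive differentiation at or above the plate's own cutoff, the solvent-only control mean plus 3 SD; inconclusive = no clear call, values can overlap the other calls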;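 note: cells exposed to compound for four days before flow analysis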
Siah-1 displacement = Siah-1 peptide-binding antagonists, primary screen, biochemical, fluorescence polarization, rhodamine-plectin, uHTS (AID 1817); Siah-1 / rhodamine-plectin peptide fluorescence polarization; higher % means a stronger effect; displacement, % at 20 µM, or IC50 in µM where a hit was titrated; actives 0.02% (n = 290,000);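 active = displacement of at least 50% at 20 µM, with a fluorescence ratio check between 0.3 and a set limit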;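 note: plate controls were Siah plus tracer with DMSO for no effect and tracer alone without Siah for full effect; strong numbers were not always called active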
XIAP displacement = XIAP antagonists, biochemical, IAP family, fluorescence polarization (AID 1018). XIAP BIR domain, fluorescence polarization peptide displacement; higher % means a stronger effect. actives 0.007% (n = 200,000). one-dose displacement, % at 20 µM; IC50 in µM for titrated hits; in the data active = displacement above about 50%; note: a part of the inactive calls stands beside numbers as strong as those of hits
Hep lipid drop cells 6.5 µM = further read-out of Hep lipid drop, marked with its call; cell count; measured here: cell count, cytotoxicity flag;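 cells counted across two imaged fields per well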
Myeloid diff 2 GFP+ MAC1+ % = second read-out of Myeloid diff 2, no call of its own (marks repeat the call); GFP+ MAC1+ double positive, %; measured here: differentiation confirmed by MAC1 staining
The depositor's hits bear a star. Cut-off read from the data, not from the text of the source, unless noted: active = inhibition above about 50%; inactive = the rest. Some of the compounds tested; the hit share may differ from the screen's.

Results for CCn1nc(C)c([N+](=O)[O-])c1C(=O)NNC(=O)c1ccc(Cl)cc1 ?
Hep lipid drop: 0.6; AID2073: 4.0%; LYP phosphatase: -7.3%; NOD2 inhibition: 23.8%; NS5 inhibitors: 0.0%; HIV fusion peptide: -0.7%; Myeloid diff 2: inactive; Siah-1 displacement: -3.8%; Hep lipid drop cells 6.5 µM: 700; Myeloid diff 2 GFP+ MAC1+ %: 1.2

What do the screens show for `O=c1[nH]nc(N2CCOCC2)c(=O)[nH]1`?
Hep lipid drop: -24.0; AID2073: 31.8%; LYP phosphatase: -5.4%; NOD2 inhibition: 14.1%; NS5 inhibitors: 3.1%; HIV fusion peptide: 0.4%; Myeloid diff 2: inactive; Siah-1 displacement: -5.3%; Hep lipid drop cells 6.5 µM: 710; Myeloid diff 2 GFP+ MAC1+ %: 0.0

How did CC(=O)Nc1ccc(N(CC(=O)NCC2CCCO2)C(=O)CCC(=O)Nc2cc(C)on2)cc1 (centres undefined) do in these assays?
Hep lipid drop: -8.4; AID2073: 3.6%; LYP phosphatase: -11.7%; NOD2 inhibition: -8.7%; NS5 inhibitors: 0.0%; HIV fusion peptide: 1.3%; Myeloid diff 2: inactive; Siah-1 displacement: -0.8%; Hep lipid drop cells 6.5 µM: 779; Myeloid diff 2 GFP+ MAC1+ %: 0.5

How did COC(=O)C1CN(C(=O)C(C)Oc2ccc(F)cc2)c2ccccc2O1 (centres undefined) do in these assays?
Hep lipid drop: 3.3; AID2073: 11.2%; LYP phosphatase: -6.4%; NOD2 inhibition: -3.3%; NS5 inhibitors: -2.0%; HIV fusion peptide: -2.6%; Myeloid diff 2: inactive; Siah-1 displacement: -0.3%; Hep lipid drop cells 6.5 µM: 820; Myeloid diff 2 GFP+ MAC1+ %: 1.0

Results for O=S(=O)(NCCc1ccc2c(c1)OCCO2)c1cccs1 ?
Hep lipid drop: -0.5; AID2073: -2.1%; LYP phosphatase: 2.1%; NOD2 inhibition: 24.4%; NS5 inhibitors: -14.5%; HIV fusion peptide: 3.5%; Myeloid diff 2: inactive; Siah-1 displacement: -0.4%; XIAP displacement: -0.9%; Hep lipid drop cells 6.5 µM: 616; Myeloid diff 2 GFP+ MAC1+ %: 0.6

What do the screens show for `O=C(Cn1cccc1C(=O)c1ccccc1)NCCCN1CCOCC1`?
AID2073: -4.9%; LYP phosphatase: -7.8%; NOD2 inhibition: 13.6%; NS5 inhibitors: -3.4%; HIV fusion peptide: -1.4%; Siah-1 displacement: -3.5%; XIAP displacement: -3.8%

Results for N#Cc1ccc(OCC(=O)N/N=C2/CC(c3ccccc3)Oc3ccccc32)cc1 (centres undefined) ?
Hep lipid drop: -4.6; AID2073: 6.7%; LYP phosphatase: -4.3%; NOD2 inhibition: 11.5%; NS5 inhibitors: 0.7%; HIV fusion peptide: -2.2%; Myeloid diff 2: inactive; Siah-1 displacement: 16.2%; XIAP displacement: -66.8%; Hep lipid drop cells 6.5 µM: 545; Myeloid diff 2 GFP+ MAC1+ %: 0.4

What do the screens show for `O=C(NCc1ccccc1)c1ccc(Br)o1`?
Hep lipid drop: -6.5; AID2073: -0.5%; LYP phosphatase: -3.4%; NOD2 inhibition: 7.7%; NS5 inhibitors: 2.4%; HIV fusion peptide: 1.0%; Myeloid diff 2: inactive; Siah-1 displacement: -1.8%; XIAP displacement: -2.2%; Hep lipid drop cells 6.5 µM: 694; Myeloid diff 2 GFP+ MAC1+ %: 1.2

Results for CNC(=O)Cc1nc2ccccc2n1CC(=O)Nc1cc(C)cc(C)c1 ?
Hep lipid drop: 1.8; AID2073: inconclusive; LYP phosphatase: -3.9%; NOD2 inhibition: 8.4%; NS5 inhibitors: -2.4%; HIV fusion peptide: 7.1%; Myeloid diff 2: inactive; Siah-1 displacement: 23.7%; XIAP displacement: -0.6%; Hep lipid drop cells 6.5 µM: 746; Myeloid diff 2 GFP+ MAC1+ %: 0.5

Results for Cc1ccc2[nH]c(SCC(=O)N3CCOCC3)nc2c1C ?
Hep lipid drop: 5.5; AID2073: -6.8%; LYP phosphatase: -9.0%; NOD2 inhibition: -17.9%; NS5 inhibitors: -4.9%; HIV fusion peptide: -0.9%; Myeloid diff 2: inactive; Siah-1 displacement: -4.4%; XIAP displacement: -3.3%; Hep lipid drop cells 6.5 µM: 808; Myeloid diff 2 GFP+ MAC1+ %: 0.7

How did O=Cc1cn(CC(=O)N2CCCCC2)c2ccccc12 do in these assays?
Hep lipid drop: 12.4; AID2073: 6.1%; LYP phosphatase: 1.0%; NOD2 inhibition: -13.9%; NS5 inhibitors: -3.6%; HIV fusion peptide: 2.6%; Myeloid diff 2: inactive; Siah-1 displacement: -6.2%; XIAP displacement: 1.0%; Hep lipid drop cells 6.5 µM: 656; Myeloid diff 2 GFP+ MAC1+ %: 0.5

What do the screens show for `COc1cccc(CNc2nc(C(F)(F)F)nc3ccccc23)c1`?
Hep lipid drop: -0.5; AID2073: 2.3%; LYP phosphatase: 1.9%; NOD2 inhibition: 44.5%; NS5 inhibitors: -10.6%; HIV fusion peptide: 2.5%; Myeloid diff 2: inactive; Siah-1 displacement: 3.8%; Hep lipid drop cells 6.5 µM: 813; Myeloid diff 2 GFP+ MAC1+ %: 1.3

Results for O=C(Nc1cc(S(=O)(=O)N2CCOCC2)ccc1N1CCOCC1)c1cnccn1 ?
Hep lipid drop: 3.7; AID2073: 3.8%; LYP phosphatase: -0.2%; NOD2 inhibition: -1.6%; NS5 inhibitors: -7.1%; HIV fusion peptide: -1.1%; Myeloid diff 2: inactive; Siah-1 displacement: -3.8%; XIAP displacement: -1.3%; Hep lipid drop cells 6.5 µM: 610; Myeloid diff 2 GFP+ MAC1+ %: 0.2

How did CC(C)(C)n1nnnc1CN1CCN(C(c2ccccc2)c2ccccc2)CC1 do in these assays?
Hep lipid drop: -2.5; AID2073: 17.7%; LYP phosphatase: 1.0%; NOD2 inhibition: 12.2%; NS5 inhibitors: -2.9%; HIV fusion peptide: -5.0%; Myeloid diff 2: inactive; Siah-1 displacement: -12.7%; XIAP displacement: 1.9%; Hep lipid drop cells 6.5 µM: 737; Myeloid diff 2 GFP+ MAC1+ %: 0.4

Results for Cc1cc(C)nc(NCC(O)COc2ccccc2C)n1 (centres undefined) ?
AID2073: 1.1%; LYP phosphatase: -3.0%; NOD2 inhibition: 3.4%; NS5 inhibitors: -5.6%; HIV fusion peptide: 2.4%; Myeloid diff 2: inactive; Siah-1 displacement: 0.7%; XIAP displacement: -4.0%; Myeloid diff 2 GFP+ MAC1+ %: 0.3

What do the screens show for `COc1ccc(CC(=O)OCC(=O)Nc2ccc(N3CCOCC3)cc2)cc1`?
Hep lipid drop: 8.2; AID2073: -5.5%; LYP phosphatase: -7.0%; NOD2 inhibition: -7.2%; NS5 inhibitors: 10.9%; HIV fusion peptide: -2.8%; Myeloid diff 2: inactive; Siah-1 displacement: -5.9%; Hep lipid drop cells 6.5 µM: 716; Myeloid diff 2 GFP+ MAC1+ %: 0.2

Results for Cc1c2ccccc2cc(Cc2ccccc2)[n+]1C ?
Hep lipid drop: -4.8; AID2073: -0.4%; LYP phosphatase: -9.6%; NOD2 inhibition: -2.6%; NS5 inhibitors: 3.1%; HIV fusion peptide: -0.3%; Myeloid diff 2: inactive; Siah-1 displacement: 2.6%; Hep lipid drop cells 6.5 µM: 812; Myeloid diff 2 GFP+ MAC1+ %: 1.1

How did COCCNC(=O)NC(=O)CN1CCN(C(c2ccccc2)c2ccccc2)CC1 do in these assays?
Hep lipid drop: 11.3; AID2073: -2.0%; LYP phosphatase: -1.6%; NOD2 inhibition: 5.6%; NS5 inhibitors: 0.0%; HIV fusion peptide: -1.2%; Myeloid diff 2: inactive; Siah-1 displacement: 0.9%; XIAP displacement: -6.1%; Hep lipid drop cells 6.5 µM: 705; Myeloid diff 2 GFP+ MAC1+ %: 0.1

How did Cc1cc(=O)[nH]c(NN=C2CCC(C(C)(C)C)CC2)n1 (centres undefined) do in these assays?
Hep lipid drop: -3.9; AID2073: 20.6%; LYP phosphatase: -4.2%; NOD2 inhibition: -5.3%; NS5 inhibitors: 8.4%; HIV fusion peptide: -0.9%; Myeloid diff 2: inactive; Siah-1 displacement: 7.0%; XIAP displacement: -6.4%; Hep lipid drop cells 6.5 µM: 660; Myeloid diff 2 GFP+ MAC1+ %: 0.2

Results for CCOc1cccc(-c2c(C(=O)N/N=C/c3ccc(C)o3)nnn2-c2nonc2N)c1 ?
Hep lipid drop: 22.3; AID2073: 7.6%; LYP phosphatase: -7.5%; NOD2 inhibition: 4.8%; NS5 inhibitors: -6.8%; HIV fusion peptide: -0.9%; Myeloid diff 2: inactive; Siah-1 displacement: 3.4%; Hep lipid drop cells 6.5 µM: 701; Myeloid diff 2 GFP+ MAC1+ %: 1.3

Results for CC(C)n1cnc2cc(NCc3ccco3)ccc21 ?
AID2073: -11.2%; LYP phosphatase: -8.0%; NOD2 inhibition: -28.2%; NS5 inhibitors: -4.8%; HIV fusion peptide: 1.6%; Myeloid diff 2: inactive; Siah-1 displacement: -2.7%; XIAP displacement: -6.6%; Myeloid diff 2 GFP+ MAC1+ %: 6.4

What do the screens show for `CCOC(=O)C1=C(N)n2c(s/c(=C\c3cccnc3)c2=O)=C(C(=O)OCC)C1c1cccnc1` (centres undefined)?
AID2073: 1.6%; LYP phosphatase: -7.6%; NOD2 inhibition: -4.8%; HIV fusion peptide: 0.1%; Siah-1 displacement: 5.2%; XIAP displacement: 2.2%

How did CSc1cccc(CNC(=O)C2CCC(=O)N(CCCN3CCCC3=O)C2)c1 (centres undefined) do in these assays?
Hep lipid drop: -6.7; AID2073: 7.8%; LYP phosphatase: -2.4%; NOD2 inhibition: -14.1%; NS5 inhibitors: -0.7%; HIV fusion peptide: 0.6%; Myeloid diff 2: inactive; Siah-1 displacement: -1.1%; Hep lipid drop cells 6.5 µM: 690; Myeloid diff 2 GFP+ MAC1+ %: 1.3

Results for N/C(=N\OC(=O)CCc1ccccc1)c1ccccc1Cl ?
Hep lipid drop: 19.7; AID2073: 1.2%; LYP phosphatase: -6.6%; NOD2 inhibition: -28.8%; NS5 inhibitors: -6.4%; HIV fusion peptide: 0.4%; Myeloid diff 2: inactive; Siah-1 displacement: -0.3%; XIAP displacement: -6.7%; Hep lipid drop cells 6.5 µM: 672; Myeloid diff 2 GFP+ MAC1+ %: 0.3

Screening results from PubChem.
